Screening results from PubChem.
AMA1 RON2 block: AMA1-RON2 (P. falciparum) interaction inhibition | 0.2% of 360,000 active | Potency, µM (titrated, usually from 58.2 µM), for the others: at the highest dose activity change, negative = inhibition, usual class: inhibitors | AID 720542 | AlphaScreen AMA1-biotinylated RON2 peptide binding;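 also: potency is read from the fitted curve at half-maximal effect; 0% = vehicle wells and -100% = peptide control; nearly all actives have a fitted effect of over 45% in size; some results filed as inactive show a strong effect at the top dose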
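AMA1 (3D7) with his tag at 25 nM final met compounds first, then biotinylated RON2 peptide at 25 nM; detection used donor plus acceptor beads, 10 µg/mL apiece, read by AlphaScreen after 30 min at room temperature.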
LmPK inhibitor: LmPK (Leishmania mexicana) enzyme inhibition. AID 1721. 0.37% of 290,000 active. Potency, µM (doses to about 57.5 µM), inactives show top-dose activity change, negative = inhibition, hits mostly inhibitors. purified LmPK, Kinase-Glo ATP luminescence, 1 h; also: potency is read from the fitted curve at half-maximal effect
Target sequence (Q27686 whole entry, looked up): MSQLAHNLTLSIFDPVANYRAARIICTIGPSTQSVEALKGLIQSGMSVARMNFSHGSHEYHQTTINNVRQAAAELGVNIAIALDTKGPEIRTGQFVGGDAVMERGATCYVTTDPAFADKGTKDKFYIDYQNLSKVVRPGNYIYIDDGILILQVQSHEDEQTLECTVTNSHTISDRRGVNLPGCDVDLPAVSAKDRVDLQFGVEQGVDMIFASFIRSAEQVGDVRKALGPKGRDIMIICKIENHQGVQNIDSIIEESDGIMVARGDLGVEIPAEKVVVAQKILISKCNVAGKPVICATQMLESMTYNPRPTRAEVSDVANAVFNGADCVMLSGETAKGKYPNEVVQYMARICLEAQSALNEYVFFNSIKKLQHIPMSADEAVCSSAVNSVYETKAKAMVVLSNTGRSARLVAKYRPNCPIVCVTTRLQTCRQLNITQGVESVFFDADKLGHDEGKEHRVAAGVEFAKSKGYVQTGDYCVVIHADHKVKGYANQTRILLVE
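In 50 mM imidazole pH 7.2 with 7 mM MgCl2, LmPK (0.1 nM) turned over PEP (0.5 mM) and ADP (0.1 mM) for 1 h at room temperature. Luciferase read-out of ATP.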
HCMV antiviral: inhibitors of human cytomegalovirus; HFF cells, HCMV-luciferase reporter, 72 h; active compounds read low; activity change, negative = inhibition, % at 57.5 µM; 4.5% of 410,000 active; AID 1259415; in the data active = activity change below about -60%; inconclusive = no clear call, values can overlap the other calls; inactive = above about -39%
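After 16 h attachment at 37C, HFF cells received test compound and HCMV-luciferase (1 PFU/cell); reporter luminescence read 72 h later, data normalized against buffer-only and known inhibitor Salinomycin.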
Sm TGR block: S. mansoni TGR enzyme inhibition | AID 485364 | purified TGR, DTNB reduction, TNB absorbance 405 nm | 3% of 360,000 active | Potency, µM (highest dose often 114 µM), inactives show at the top dose activity change, negative = inhibition, actives largely listed as inhibitors; also: potency is read from the fitted curve at half-maximal effect; nearly all actives have a fitted effect of over 60% in size
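First, TGR (20 nM dispensed) and NADPH were mixed with compound. Second, a 15 min room-temperature incubation followed. Third, further NADPH and then DTNB were added to start the reaction. Finally, TNB absorbance was monitored kinetically.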
AmpC inh no detg: inhibitors of E. coli AmpC beta-lactamase without detergent. P00811. AmpC nitrocefin hydrolysis, absorbance 480 nm, 0.0001% Triton. Potency, µM (series often up to 57.1 µM), for inactives: top-dose activity change, negative = inhibition, most hits filed as inhibitors. 0.52% of 330,000 active. AID 485341;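 also: potency is read from the fitted curve at half-maximal effect; plate controls were no compound for no effect and no enzyme for full effect; nearly all actives have a fitted effect of over 20% in size; some results filed as inactive show a strong effect at the top dose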
Target sequence (P00811 whole entry, looked up): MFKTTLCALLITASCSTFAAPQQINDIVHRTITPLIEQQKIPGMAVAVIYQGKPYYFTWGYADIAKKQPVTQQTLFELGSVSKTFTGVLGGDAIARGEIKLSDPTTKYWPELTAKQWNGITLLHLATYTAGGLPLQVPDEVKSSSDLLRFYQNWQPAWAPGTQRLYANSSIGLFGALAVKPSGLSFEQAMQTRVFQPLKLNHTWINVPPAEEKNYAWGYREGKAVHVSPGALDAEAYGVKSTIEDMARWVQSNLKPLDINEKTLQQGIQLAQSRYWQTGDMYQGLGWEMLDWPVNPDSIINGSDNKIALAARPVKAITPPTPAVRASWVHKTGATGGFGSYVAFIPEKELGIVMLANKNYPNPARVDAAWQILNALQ
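AmpC (5.3 nM in the dispensed reagent) in 20 mM phosphate pH 7.0 with 0.01% (detergent screen) or 0.0001% Triton X-100 was preincubated with compounds for 15 min at room temperature. Nitrocefin was then added from an 800 uM solution, and hydrolysis was followed at 480 nm.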
Tb PYK inh: T. brucei pyruvate kinase inhibition | Q57TT1 | TbPYK enzyme, Kinase-Glo Plus ATP luminescence, 45 min | Potency, µM (highest dose often 76.8 µM), for the others: top-dose activity, negative = inhibition, actives largely listed as inhibitors | 0.12% of 410,000 active | AID 624173; also: potency is read from the fitted curve at half-maximal effect; nearly all actives have a fitted effect of over 50% in size
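ADP (130 uM final) triggers the TbPYK reaction after compound addition; incubation is 45 min at room temperature. Kinase-Glo Plus is then added and luminescence imaged. Normalized data are fitted to concentration-effect curves.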
AmpC detergent: inhibitors of E. coli AmpC beta-lactamase with detergent | P00811 | AmpC hydrolysis of nitrocefin, absorbance 480 nm, 0.01% Triton | Potency, µM (titrated, usually from 114 µM), inactives show at the top dose activity change, negative = inhibition, hits mostly inhibitors | 0.041% of 370,000 active | AID 485294;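 also: potency is read from the fitted curve at half-maximal effect; 0% = no-compound wells and -100% = no-enzyme wells; nearly all actives have a fitted effect of over 25% in size; some results filed as inactive show a strong effect at the top dose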
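AmpC (5.3 nM in the dispensed reagent) in 20 mM phosphate pH 7.0 with 0.01% (detergent screen) or 0.0001% Triton X-100 was preincubated with compounds for 15 min at room temperature. Nitrocefin was then added from an 800 uM solution, and hydrolysis was followed at 480 nm.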
Active calls of the source: *; [ ] = remark or other dose. Unless noted, calls follow the shape of the dose curve; as a rule, active = well fitted curve in the direction sought with a large enough effect; inconclusive = small, poorly fitted or top-dose-only effect, or another doubt; inactive = no such curve, though single readings can be large; an effect the other way counts as inactive or inconclusive. Unless noted, % is scaled to controls: 0 for no effect and ±100 for the full control effect.

For O=C(CNC(=O)c1ccccc1Br)N/N=C\c1cc([N+](=O)[O-])cc(Br)c1O the results were AMA1 RON2 block inconclusive, LmPK inhibitor 0%, HCMV antiviral -23, Sm TGR block 1%, AmpC inh no detg -52%, Tb PYK inh 4% and AmpC detergent -6%.
For CC(C)(C)c1ccc(OCC(=O)Nc2ccncc2)c(Br)c1 the results were AMA1 RON2 block 13%, LmPK inhibitor 2%, HCMV antiviral 13, Sm TGR block 27%, AmpC inh no detg 7%, Tb PYK inh -3% and AmpC detergent 1%.
`CC(C)Cc1nccs1` gave AMA1 RON2 block 9%, HCMV antiviral 20, Sm TGR block -2%, AmpC inh no detg -8%, Tb PYK inh 0% and AmpC detergent -11%.
`CCOC(=O)c1cc2c(C)n(-c3ccc(OCC)cc3)c(C)c2cc(C(=O)OCC)c1=O` gave AMA1 RON2 block -5%, LmPK inhibitor 2%, HCMV antiviral inconclusive, Sm TGR block -1%, AmpC inh no detg -16%, Tb PYK inh -15% and AmpC detergent 1%.
`O=C(CCOc1ccccc1)Nc1ccnn1C1CCN(Cc2ccccc2)CC1` gave AMA1 RON2 block 0%, LmPK inhibitor 3%, HCMV antiviral inconclusive, Sm TGR block -22%, AmpC inh no detg 12%, Tb PYK inh -8% and AmpC detergent inconclusive.
`CCN(c1ccccc1)S(=O)(=O)c1cc2c(cc1C)NC(=O)CO2` gave AMA1 RON2 block 9%, LmPK inhibitor -2%, HCMV antiviral -17, Sm TGR block -25%, AmpC inh no detg -16%, Tb PYK inh -11% and AmpC detergent inconclusive.
`N#Cc1ccc(NC(=S)/N=C(\N)c2ccccc2)cc1` gave AMA1 RON2 block 98%[activator], HCMV antiviral 19 and Tb PYK inh -7%.
COc1ccc(C(CC(=O)Nc2cc(Cl)c(OC)cc2OC)N2Cc3ccccc3C2=O)cc1 (stereo not given) was read as HCMV antiviral inconclusive, Sm TGR block -2%, Tb PYK inh 4% and AmpC detergent -7%.
Screening O=C(NCCc1ccc2c(c1)OCCO2)c1cccc(F)c1 returned AMA1 RON2 block -4%, LmPK inhibitor -3%, HCMV antiviral -73*, Sm TGR block -17%, AmpC inh no detg -17%, Tb PYK inh 3% and AmpC detergent inconclusive.
`Cc1ccc(OCC(=O)Nc2sc3c(c2C(N)=O)CCCC3)c(C(C)(C)C)c1` gave HCMV antiviral -21, Sm TGR block 0%, Tb PYK inh 5% and AmpC detergent 6%.

Of the compounds above, these contain a tert-butyl group.
For CC(C)(C)c1ccc(OCC(=O)Nc2ccncc2)c(Br)c1 the results were AMA1 RON2 block 13%, LmPK inhibitor 2%, HCMV antiviral 13, Sm TGR block 27%, AmpC inh no detg 7%, Tb PYK inh -3% and AmpC detergent 1%.
`Cc1ccc(OCC(=O)Nc2sc3c(c2C(N)=O)CCCC3)c(C(C)(C)C)c1` gave HCMV antiviral -21, Sm TGR block 0%, Tb PYK inh 5% and AmpC detergent 6%.

(list continues)
Screening O=C(COC(=O)c1c2c(nc3ccccc13)CCCC2)c1ccc(Br)s1 returned AMA1 RON2 block inconclusive, LmPK inhibitor -2%, HCMV antiviral 3, Sm TGR block 4%, AmpC inh no detg -4%, Tb PYK inh 39%[activator] and AmpC detergent -9%.
Screening CC1=NN(c2ccccc2)C(=O)C1C=Nc1ccccc1O (stereo not given) returned AMA1 RON2 block 47%[activator], LmPK inhibitor -1%, HCMV antiviral 0, Sm TGR block 15%, AmpC inh no detg -36%, Tb PYK inh -5% and AmpC detergent 10%.
CC(C)Oc1ccc(CN2CCC2(C)C(=O)NCc2ccc(C(F)(F)F)cc2)cc1 (stereo not given) was read as AMA1 RON2 block 2%, HCMV antiviral 23 and Tb PYK inh 2%.
For COc1ccccc1Nc1nc(-c2cccc([N+](=O)[O-])c2)nc2ccccc12 the results were AMA1 RON2 block -7%, LmPK inhibitor 4%, HCMV antiviral -2, Sm TGR block 2%, AmpC inh no detg -9%, Tb PYK inh -8% and AmpC detergent -9%.
COc1ccc(CNc2nc3nc(C)c(Cl)c(=O)n3[nH]2)cc1OC was read as AMA1 RON2 block 2%, LmPK inhibitor 1%, HCMV antiviral 11, Sm TGR block -21%, AmpC inh no detg -12%, Tb PYK inh 2% and AmpC detergent 2%.
`Cc1cccc(Nc2nc(-c3ccccc3)c(C(=O)Nc3cccnc3)s2)c1` gave AMA1 RON2 block 17%, LmPK inhibitor 5%, HCMV antiviral -29, Sm TGR block 2%, AmpC inh no detg -11%, Tb PYK inh -17% and AmpC detergent inconclusive.
`Cc1nnc(SCC(=O)N2CCCCC2)s1` gave AMA1 RON2 block 7%, LmPK inhibitor 5%, HCMV antiviral 12, Sm TGR block -11%, AmpC inh no detg -21%, Tb PYK inh -5% and AmpC detergent -15%.
`CN(C)/C=C/C(=O)c1ccc(Cl)s1` gave AMA1 RON2 block -5%, LmPK inhibitor -4%, HCMV antiviral 3, Sm TGR block -23%, AmpC inh no detg inconclusive, Tb PYK inh 0% and AmpC detergent -4%.
Screening CCOc1cccc(/C(O)=C2/C(=O)C(=O)N(CCOC)C2c2ccc(C)o2)c1 (stereo not given) returned AMA1 RON2 block -6%, LmPK inhibitor -2%, HCMV antiviral 10, Sm TGR block inconclusive, AmpC inh no detg -18%, Tb PYK inh -15% and AmpC detergent inconclusive.
Screening O=c1[nH]c2nc(Br)[nH]c(=O)c2[nH]1 returned AMA1 RON2 block 14%, HCMV antiviral -15 and Tb PYK inh -25%.
For CCCCOc1ccc(-c2nnc(N)s2)cc1 the results were AMA1 RON2 block -26%, LmPK inhibitor -7%, HCMV antiviral 2, Sm TGR block -17%, AmpC inh no detg -17%, Tb PYK inh -5% and AmpC detergent -14%.
For CCCCNC(=O)N(O)C1N(CCCC)C(=O)N(CC(=O)OC)C1(C)C (stereo not given) the results were AMA1 RON2 block 2%, LmPK inhibitor -2%, HCMV antiviral 66, Sm TGR block 0%, AmpC inh no detg -14%, Tb PYK inh -5% and AmpC detergent 1%.
`Cc1ccccc1-n1ncc2c1CC(C)(C)CC2NC(=O)CCN1Cc2ccccc2C1=O` (stereo not given) gave AMA1 RON2 block -5%, LmPK inhibitor 4%, HCMV antiviral -8, Sm TGR block -13%, AmpC inh no detg 126%[activator], Tb PYK inh -2% and AmpC detergent -1%.
CC(C)OCCCNC(=O)C(NC(=O)c1ccc(Cl)cc1)C(C)C (stereo not given) was read as AMA1 RON2 block -4%, LmPK inhibitor -1%[11.5 µM], HCMV antiviral -27, Sm TGR block -1%, AmpC inh no detg 23%, Tb PYK inh -13% and AmpC detergent 8%.
For Cc1noc(NS(=O)(=O)c2ccc(NC(=O)C34CCC(CC3)C4)cc2)c1C the results were AMA1 RON2 block -4%, LmPK inhibitor -2%, HCMV antiviral -11, Sm TGR block inconclusive, AmpC inh no detg -18%, Tb PYK inh 6% and AmpC detergent -16%.
Screening CCOC(=O)C1CCCN(C(=O)c2cc(Cl)ccc2NC(=O)C2=C(C)OCCS2)C1 (stereo not given) returned AMA1 RON2 block 12%, LmPK inhibitor 1%, HCMV antiviral -9, Sm TGR block 8%, AmpC inh no detg 42%, Tb PYK inh 4% and AmpC detergent 1%.
C=CCSC1=C(C#N)C(c2ccc(C(C)C)cc2)CC(=O)N1 (stereo not given) was read as AMA1 RON2 block -14%, LmPK inhibitor 15%, HCMV antiviral 1, Sm TGR block -20%, AmpC inh no detg -8%, Tb PYK inh -7% and AmpC detergent inconclusive.
Cc1cc(-c2ccc(/C=N/n3cnnc3)o2)c([N+](=O)[O-])cc1C was read as AMA1 RON2 block 2%, LmPK inhibitor 1%, HCMV antiviral 12, Sm TGR block 35µM*, AmpC inh no detg 44%, Tb PYK inh -6% and AmpC detergent 11%.
COc1ccc(N2CCN(CC(=O)Nc3ccc(SC(F)F)cc3)CC2)cc1 was read as AMA1 RON2 block -4%, LmPK inhibitor 1%, HCMV antiviral -9, Sm TGR block -7%, AmpC inh no detg 94%[activator], Tb PYK inh -1% and AmpC detergent -10%.
COCCCN1C(=O)C(=O)/C(=C(/O)c2ccccc2)C1c1ccc2c(c1)OCO2 (stereo not given) was read as AMA1 RON2 block 1%, LmPK inhibitor 6%, HCMV antiviral 51, Sm TGR block -4%, AmpC inh no detg 67%[activator], Tb PYK inh 3% and AmpC detergent inconclusive.
`COc1ccccc1C(c1nnnn1Cc1ccccc1)N1CCC(C(N)=O)CC1` (stereo not given) gave AMA1 RON2 block 5%, LmPK inhibitor 0%, HCMV antiviral -1, Sm TGR block 1%, AmpC inh no detg 22%, Tb PYK inh -3% and AmpC detergent -1%.
Cc1c(C(=O)NCCC2=CCCCC2)oc2ccc(S(=O)(=O)N3CCOCC3)cc12 was read as AMA1 RON2 block -8%, LmPK inhibitor 1%, HCMV antiviral -69*, Sm TGR block 0%, AmpC inh no detg 97%[activator], Tb PYK inh -1% and AmpC detergent inconclusive.
Screening CN1/C(=c2/s/c(=C3/C(=O)N(c4ccccc4)NC3=Nc3ccccc3)n(C)c2=O)C(C)(C)c2ccccc21 returned AMA1 RON2 block inconclusive, LmPK inhibitor -9%, HCMV antiviral -13, Sm TGR block 1%, AmpC inh no detg -17%, Tb PYK inh -18% and AmpC detergent 2%.
Screening Cc1ccc(Nc2ccccc2N)cc1 returned AMA1 RON2 block -28%, LmPK inhibitor -5%, HCMV antiviral 28, Sm TGR block -17%, AmpC inh no detg -34%, Tb PYK inh 0% and AmpC detergent 1%.
CC(C)c1ccc(CNCCSc2nnnn2-c2ccccc2)cc1 was read as HCMV antiviral -7, Sm TGR block 0%, Tb PYK inh 5% and AmpC detergent 21%.
`O=S1(=O)CC(O)C(N2CCCCC2)C1` (stereo not given) gave AMA1 RON2 block -4%, LmPK inhibitor 7%, HCMV antiviral 11, Sm TGR block -3%, AmpC inh no detg -2%, Tb PYK inh -20% and AmpC detergent -10%.
For CCN(CC(=O)Nc1c(F)cccc1F)C(=O)CCOc1ccc(C)cc1 the results were AMA1 RON2 block 10%, HCMV antiviral -20, Sm TGR block 8%, AmpC inh no detg -18%, Tb PYK inh 1% and AmpC detergent -7%.
COC(=O)c1cc(C(=O)OCC(=O)c2ccc3c(c2)NC(=O)CO3)cc([N+](=O)[O-])c1 was read as AMA1 RON2 block -18%, HCMV antiviral -1, Sm TGR block 40µM*, AmpC inh no detg -20%, Tb PYK inh -6% and AmpC detergent 0%.
